# Screens (PubChem BioAssay)
# JMJD2A Tudor: JMJD2A Tudor domain (human) inhibition | AlphaScreen JMJD2A-Tudor / H3K4me3 peptide binding | AID 504339 | Potency, µM (series often up to 114 µM), for inactives: at the highest dose activity change, negative = inhibition, hits mostly inhibitors | 390,000 tested, 4.4% active; note: potency is the fitted concentration of half-maximal effect; % is set by controls: 0 for no effect and ±100 for the full control effect; nearly all actives have a fitted effect of over 50% in size
# Tb PGK inh: blocks T. brucei phosphoglycerate kinase | PGK/GAPDH coupled, Kinase-Glo luminescence, 60 min | P07378 | Potency, µM (titrated, usually from 57.5 µM), for the others: at the top dose activity change, negative = inhibition, most hits filed as inhibitors | AID 602233 | 380,000 tested, 0.043% active; note: potency is the fitted concentration of half-maximal effect; % is set by controls: 0 for no effect and ±100 for the full control effect; nearly all actives have a fitted effect of over 60% in size
#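 Luminescent ATP detection (Kinase-Glo Plus) follows a 60-minute room-temperature incubation, with wells lacking PGK as controls. Buffer: 100 mM TEA (pH 7.6), 5 mM MgCl2, 0.01% Tween-20. Coupling enzyme GAPDH (100 nM final) supplies unstable 1,3-BPG in-well.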
# POLH inh: DNA polymerase eta (human) inhibition. recombinant Pol eta, fluorescent DNA replication assay. 390,000 tested, 1.2% active. Q9Y253. Potency, µM (series often up to 114 µM), for the others: top-dose activity change, negative = inhibition, usual class: inhibitors. AID 588591; note: potency is the fitted concentration of half-maximal effect; % is set by controls: 0 for no effect and ±100 for the full control effect
#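 Fluorescent replication assay: 50 nM final substrate added after a 15 min room-temperature compound preincubation with 10 nM enzyme. Signal taken at 0 min and again at 10 min.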
# PI4K2A inh: PI4K2A (human) kinase inhibition | activity change, negative = inhibition, % at 76.9 µM | AID 1346378 | 420,000 tested, 0.13% active | purified PI4K2A, ADP-Glo luminescence, 1 h; active compounds read low; in the data active = activity change below about -50%; inconclusive = mostly about -30% to -49%;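 note: -100% = wells without enzyme as full effect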
# Target sequence (Q9BTU6 whole entry, looked up): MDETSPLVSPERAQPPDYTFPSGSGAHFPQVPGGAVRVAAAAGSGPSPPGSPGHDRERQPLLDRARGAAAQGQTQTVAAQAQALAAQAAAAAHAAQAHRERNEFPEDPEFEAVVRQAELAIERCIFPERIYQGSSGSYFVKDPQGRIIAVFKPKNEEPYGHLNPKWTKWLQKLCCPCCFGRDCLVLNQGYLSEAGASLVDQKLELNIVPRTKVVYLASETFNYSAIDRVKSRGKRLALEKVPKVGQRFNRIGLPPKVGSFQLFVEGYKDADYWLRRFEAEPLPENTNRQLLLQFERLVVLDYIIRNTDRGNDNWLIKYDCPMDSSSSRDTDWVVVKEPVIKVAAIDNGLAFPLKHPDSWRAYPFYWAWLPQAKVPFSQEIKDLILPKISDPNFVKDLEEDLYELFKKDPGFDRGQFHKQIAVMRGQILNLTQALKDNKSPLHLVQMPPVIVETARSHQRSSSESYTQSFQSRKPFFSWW
#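 In this quantitative HTS, ADP production by PI4K2A was quantified luminescently after 1 h at ambient temperature; 100 microM adenosine served as plate-quality control.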
# G9a inh: inhibitors of human histone lysine methyltransferase G9a; 350,000 tested, 8.8% active; Potency, µM (series often up to 102 µM), for the others: top-dose activity, negative = inhibition, hits mostly inhibitors; Q96KQ7; G9a H3K9 monomethylation, AlphaScreen, 2 h; AID 504332; note: potency is the fitted concentration of half-maximal effect; % is set by controls: 0 for no effect and ±100 for the full control effect; nearly all actives have a fitted effect of over 75% in size
# Target sequence (Q96KQ7 913-1193 limits assumed): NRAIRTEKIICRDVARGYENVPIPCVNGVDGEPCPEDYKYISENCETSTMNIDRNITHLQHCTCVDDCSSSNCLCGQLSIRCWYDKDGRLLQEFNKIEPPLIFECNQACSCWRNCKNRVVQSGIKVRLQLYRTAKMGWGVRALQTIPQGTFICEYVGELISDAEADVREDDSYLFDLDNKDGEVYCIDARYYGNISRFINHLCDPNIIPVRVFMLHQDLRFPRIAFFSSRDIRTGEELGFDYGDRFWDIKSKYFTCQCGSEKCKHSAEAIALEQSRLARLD
#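 Compounds were preincubated with 20 nM G9a for 15 min, after which biotinylated H3K9 peptide (500 nM) and SAM (20 uM) started a 2 h room-temperature reaction. Monomethylated product was quantified by antibody-based AlphaScreen chemiluminescence.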
# HP1b binding inh: blocks HP1-beta chromodomain binding to methylated histone tails | AlphaScreen HP1-beta / biotin-H3K9me3 peptide binding | Potency, µM (titrated, usually from 114 µM), for inactives: top-dose activity change, negative = inhibition, hits mostly inhibitors | 390,000 tested, 0.56% active | AID 540317; note: potency is the fitted concentration of half-maximal effect; nearly all actives have a fitted effect of over 70% in size; inactives centre near 23
# Target sequence (P83916 whole entry, looked up): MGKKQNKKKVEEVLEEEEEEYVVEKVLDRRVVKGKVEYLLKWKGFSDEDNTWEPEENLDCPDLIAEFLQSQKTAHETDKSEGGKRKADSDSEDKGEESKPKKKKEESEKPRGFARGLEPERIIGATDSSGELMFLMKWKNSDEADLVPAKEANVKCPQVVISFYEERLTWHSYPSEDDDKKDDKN
#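 HP1-beta protein (50 nM final) preincubated 30 min at room temperature with biotinylated H3(1-18)K9me3 peptide (50 nM) in PBS pH 7.4, 0.01% Tween-20, then compound added for 30 min. AlphaScreen streptavidin donor/nickel chelate acceptor beads (10 ug/mL final), 30 min dark, luminescence read.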
# BAZ2B block: inhibitors of human BAZ2B bromodomain; Q9UIF8; AlphaScreen BAZ2B-H3K14Ac peptide displacement; Potency, µM (doses to about 114 µM), for the others: at the highest dose activity change, negative = inhibition, hits mostly inhibitors; 360,000 tested, 4.4% active; note: potency is the fitted concentration of half-maximal effect; % is set by controls: 0 for no effect and ±100 for the full control effect; nearly all actives have a fitted effect of over 60% in size
#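 In this displacement format the biotinylated H3(5-23) peptide acetylated at Lys14 serves as ligand at 50 nM, with BAZ2B at 50 nM in PBS pH 7.4 containing 0.01% Tween-20. Donor and acceptor beads are 10 ug/mL final.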
# GLS inh: blocks human kidney-isoform glutaminase activity; GLS enzymatic activity, qHTS titration; Potency, µM (series often up to 45.5 µM), for the others: at the top dose activity change, negative = inhibition, actives largely listed as inhibitors; 410,000 tested, 0.21% active; O94925; note: potency is the fitted concentration of half-maximal effect; % is set by controls: 0 for no effect and ±100 for the full control effect
#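 hKGA in 45 mM KH2PO4 (pH 8.2), 0.02% Tween-20 with compound, then 1mM L-Glutamine (stock as added) plus glutamate oxidase/HRP/Amplex red coupling mix. Fluorescence read initially and after 30 min at RT; signal change reflects glutamate formation.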
# Pin1 inh: human Pin1 inhibition; Q13526; Pin1 FP peptide displacement, HiFluor488, 10 min; Potency, µM (top dose mostly 115 µM), without a hit: top-dose activity, negative = inhibition, hits mostly inhibitors; 390,000 tested, 0.009% active; active = well fitted inhibition curve with a large enough effect in the polarisation, with a control signal flat, not every such curve was filed as active; inconclusive = small, poorly fitted or top-dose-only effect, or effect the other way, or a change in a side signal; inactive = no such curve, though single readings can be large or run the other way; the % refers to the polarisation; note: potency is the fitted concentration of half-maximal effect; % is set by controls: 0 for no effect and ±100 for the full control effect
# * hit, by the source's call; i = inactive; ? = inconclusive; nt = not tested or not shown; & = joins results of further samples; [ ] = another dose, or the depositor's remark. Unless noted, calls come from the whole dose curve; as a rule, active = well fitted curve in the direction sought with a large enough effect; inconclusive = small, poorly fitted or top-dose-only effect, or another doubt; inactive = no such curve, though single readings can be large; an effect the other way counts as inactive or inconclusive. Not all compounds are listed. The share of hits here may be higher or lower than overall.
# The line under a structure holds: JMJD2A Tudor	Tb PGK inh	POLH inh	PI4K2A inh	G9a inh	HP1b binding inh	BAZ2B block	GLS inh	Pin1 inh
1: CCOP(=O)(OCC)C(Nc1ccc(F)cc1)c1ccccc1 (stereo not drawn)
    -16%	-4%	-6%	-2	10%[12.7 µM]	24%	-2%	16%	6%
2: COc1ccc(Nc2nc3c(S(=O)(=O)c4ccc(C)cc4)nnn3c3ccsc23)cc1Cl
    -8%	8%	-3%	-1	-5%[59 µM]	18%	-21%	11%	17%
3: COc1ccc(N2CCN(C(=O)COCc3cc(-c4ccc5c(c4)OCO5)on3)CC2)cc1
    -24%&-16%	-8%&-7%	-6%&-10%	0&-4	14µM*	4%&9%	?	18%&17%	?
4: N#Cc1cccn1-c1nccs1
    -2%	12%	-10%	6	30%	20%	?	13%	-11%
5: Cc1cccc(NC(=O)Cn2c(=O)n3nc(CCn4nc(C)cc4C)nc3c3ccccc32)c1
    -15%	-5%	?	0	13%[12.7 µM]	11%	-27%	5%	-3%
6: CCOC(=O)N1CCC(NC(=O)CCC(=O)c2ccccc2)CC1
    11%	10%	-9%	-6	4%[59 µM]	55%	8%	0%	-1%
7: CC(C)NC(=O)CCCn1c(=S)[nH]c2cc3c(cc2c1=O)OCO3
    -31%	i	1%	3	22%[12.7 µM]	27%	-7%	-26%	-3%
8: O=C(CSc1nnc(Cn2c(=O)sc3ccccc32)n1-c1ccccc1)N1CCCC1
    -7%	-9%	-15%	4	-10%[59 µM]	55%[activator]	-1%	-9%	-4%
9: Cc1snc(SCc2ccc(F)cc2)c1C#N
    109%[activator]	6%	-2%	-2	49%	133%[activator]	6%	1%	-1%
10: CCCCc1ccc(S(=O)(=O)N2CCN(C(=O)c3ccco3)CC2)cc1
    -14%	-1%	-7%	-3	-2%	20%	-1%	-5%	-5%

# Compounds 4 through 10, reprinted for reference:
# The line under a structure holds: JMJD2A Tudor	Tb PGK inh	POLH inh	PI4K2A inh	G9a inh	HP1b binding inh	BAZ2B block	GLS inh	Pin1 inh
4: N#Cc1cccn1-c1nccs1
    -2%	12%	-10%	6	30%	20%	?	13%	-11%
5: Cc1cccc(NC(=O)Cn2c(=O)n3nc(CCn4nc(C)cc4C)nc3c3ccccc32)c1
    -15%	-5%	?	0	13%[12.7 µM]	11%	-27%	5%	-3%
6: CCOC(=O)N1CCC(NC(=O)CCC(=O)c2ccccc2)CC1
    11%	10%	-9%	-6	4%[59 µM]	55%	8%	0%	-1%
7: CC(C)NC(=O)CCCn1c(=S)[nH]c2cc3c(cc2c1=O)OCO3
    -31%	i	1%	3	22%[12.7 µM]	27%	-7%	-26%	-3%
8: O=C(CSc1nnc(Cn2c(=O)sc3ccccc32)n1-c1ccccc1)N1CCCC1
    -7%	-9%	-15%	4	-10%[59 µM]	55%[activator]	-1%	-9%	-4%
9: Cc1snc(SCc2ccc(F)cc2)c1C#N
    109%[activator]	6%	-2%	-2	49%	133%[activator]	6%	1%	-1%
10: CCCCc1ccc(S(=O)(=O)N2CCN(C(=O)c3ccco3)CC2)cc1
    -14%	-1%	-7%	-3	-2%	20%	-1%	-5%	-5%

# Remaining list, next part:
# The line under a structure holds: JMJD2A Tudor	Tb PGK inh	POLH inh	PI4K2A inh	G9a inh	HP1b binding inh	BAZ2B block	GLS inh	Pin1 inh
11: Cc1ccccc1NC(=O)c1c(NC(=O)C(C)Oc2cccc(Cl)c2)sc2c1CCCC2 (stereo not drawn)
    -12%	4%	-16%	-1	?	-16%	-9%	6%	-6%
12: COC(=O)CSc1ccc2nnc(CCNS(=O)(=O)c3ccc(C)cc3)n2n1
    1%&-4%	5%&3%	-24%&-8%	1&0	-17%	42%&33%[activator]	7%&-3%	-1%&-5%	?
13: CCOc1ccccc1C(C(=O)NC1CCCC1)N(Cc1ccco1)C(=O)CNC(=O)c1ccco1 (stereo not drawn)
    -20%	-8%	-15%	-8	?	18%	-26%	7%	-1%
14: CCN1C(=O)CS/C1=N\S(=O)(=O)c1ccc(Cl)cc1
    -10%	8%	-5%	0	-2%	9%	-23%	-7%	3%
15: C=CCN(CC=C)CCOc1cc(C)ccc1[N+](=O)[O-]
    ?	7%	-12%	7	10µM*	28µM*	22µM*	0%	-7%
16: CCOC(=O)c1c(S(=O)(=O)NCC(=O)Nc2ccccc2F)c(C)n(C)c1C
    -14%	-2%	-4%	-1	10%	26%	0%	-12%	-8%
17: CN(C)S(=O)(=O)c1cccc(NC(=S)NCCc2ccccn2)c1
    -24%	-2%	-13%	3	?	22%	nt	5%	-4%
18: O=C(COc1ccc(C(=S)N2CCCC2)cc1)Nc1ccccc1C(F)(F)F
    -35%	-5%	4%	0	74%[activator]	-8%	-1%	7%	-19%
19: CC1CCN(C2=C(NS(=O)(=O)c3ccc(Br)cc3)C(=O)c3ccccc3C2=O)CC1
    8.9µM*	-10%	-12%	?	8.9µM*	6.3µM*	4.5µM*	20%	?
20: CCO[C@@H]1OC(C(=O)N2CCN(Cc3ccccc3)CC2)=C[C@H](c2cn(C(C)=O)c3ccccc23)[C@H]1CCCO
    -25%	i	-14%	0	nt	23%	-36%	2%	-4%
21: COc1cc2c3c(c1)/C(=C1/SC(=S)NC1=O)C(=O)N3C(C)(C)C=C2C
    ?	i	2%	-9	?	10µM*	45µM*	8%	3%
22: CCOc1ncccc1C(=O)Nc1ccc2c(c1)OCO2
    -8%	-4%	-11%	-1	11%	29%	nt	0%	-2%
23: COc1ccc(Cn2c(=O)[nH]c3cc(OC)c(OC)cc3c2=O)cc1
    -21%	i	-7%	5	12%	26%	-19%	-1%	0%
24: Cc1nc2c(ccc3nc(NC(=O)c4ccc5c(c4)OCCO5)sc32)s1
    ?	nt	?	0	28µM*	30%&18%[activator]	-37%	-30%	?
25: O=C(Nc1ccc2oc(-c3ccccc3)nc2c1)c1ccc2ccccc2c1
    -11%	-9%	4%	0	-10%[59 µM]	13%	5%	2%	0%
26: COc1ccc(NS(=O)(=O)c2ccc(C)c(C(=O)NNC(=O)c3csc(N4CCOCC4)n3)c2)cc1
    -18%	i	-12%	-2	2%	12%	8%	9%	7%
27: Cc1cc(C)cc(Nc2ccc([N+](=O)[O-])nc2[N+](=O)[O-])c1
    -2%	-3%[11.5 µM]	-14%	-4	?	29%	-37%	-2%	1%
28: Cc1cc(C)n(-c2nnc(NC34CC5CC(CC(C5)C3)C4)nn2)n1
    25µM*	-3%	-17%	3	22µM*	?	32µM*	5%	4%
29: CC1CCCN(CC(=O)Nc2cc(S(=O)(=O)N3CCOCC3)ccc2N2CCCC2)C1 (stereo not drawn)
    -2%	i	-4%	-2	-13%[59 µM]	31%	-1%	24%	7%
30: O=C(NCc1nnnn1-c1ccc(Cl)cc1)c1ccc([N+](=O)[O-])o1
    nt	i	-14%	-5	nt	nt	nt	1%	nt

31. CCOc1ccc(C(=O)NC(=S)Nc2cccc(NC(=O)c3ccco3)c2)cc1[N+](=O)[O-]
32. CCn1c(SCC(=O)Nc2ccccc2N2CCOCC2)nnc1-c1ccccc1O
33. CC(C)=CCC/C(C)=C/CNC(=O)CC1C[C@H](C(=O)N2CCCCC2)[C@@]2(C)c3[nH]c4ccccc4c3CCN2C1=O (stereo partly drawn)
34. CC(NS(=O)(=O)c1ccc(Br)cc1)C(=O)NC1CCCCCC1 (stereo not drawn)
35. O=C(O)c1ccc(N/N=C/c2ccc3ncccc3c2)cc1
36. CSc1nsc(SCc2ccc(F)cc2)n1
37. C(=N\Nc1nc(-c2ccccc2)cs1)/c1ccco1
38. O=C(O)CCCN1C(=O)C2C3CC(C2C1=O)C1C(c2ccccc2)c2sc(=O)n(-c4ccccc4)c2SC31 (stereo not drawn)
39. O=C(O)c1ccccc1OCCOc1ccccc1
40. CC[C@H](C)C(C(=O)N1CCN(C(=O)OC(C)(C)C)CC1)n1cc(C(CC(C)C)NC(=O)OC(C)(C)C)nn1 (stereo partly drawn)
41. CCOC(=O)c1ccc2c(c1)N(Cc1cccc(OC)c1)C(=O)c1ccccc1S2(=O)=O
assay / compound | 31 | 32 | 33 | 34 | 35 | 36 | 37 | 38 | 39 | 40 | 41
JMJD2A Tudor | -9% | -11% | -22% | -11% | ? | 309%[activator] | ? | -13% | -17% | -22% | -1%
Tb PGK inh | -6% | -6% | -12% | i | 7% | i | -1% | -1% | -4% | 7% | -8%
POLH inh | -6% | -2% | 3% | -14% | ? | -16% | -10% | -19% | -11% | -24% | -9%
PI4K2A inh | 0 | 9 | 5 | -4 | -6 | 3 | -4 | -1 | 0 | 0 | -5
G9a inh | 8%[59 µM] | ? | nt | -13% | 10µM* | 86%[activator][59 µM] | 13µM* | ? | 5%[59 µM] | -7%[59 µM] | 9%[59 µM]
HP1b binding inh | -8% | 10% | 14% | 34% | 42%[activator] | 420%[activator] | ? | 16% | 15% | 44%[activator] | 25%
BAZ2B block | -3% | 0% | nt | -9% | ? | 194%[activator] | 40µM* | ? | 9% | -5% | 5%
GLS inh | 3% | 10% | 5% | 0% | 19% | -10% | 25% | 3% | 8% | -5% | -1%
Pin1 inh | 31%[activator] | -1% | -2% | -4% | ? | -3% | 10% | -3% | -1% | ? | 7%
